Screening data (PubChem BioAssay)
RXFP1 ag – qHTS Assay for Agonists of the Relaxin Receptor RXFP1 | HEK293T-RXFP1 cAMP TR-FRET, 30 min; response scale: percent of porcine relaxin response, buffer zero | Relaxin receptor 1 (Homo sapiens), Q9HBX9 | Potency, µM (series often up to 57.5 µM), without a hit: top-dose activation, actives largely listed as activators | AID 2676, 2010 | 370,000 tested, 0.3% active; also: potency is read from the fitted curve at half-maximal effect; % is scaled to controls: 0 for no effect and ±100 for the full control effect; nearly all actives have a fitted effect of over 60% in size; many of its hits are not listed in these tables
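HEK293T cells stably expressing RXFP1 were pretreated with the PDE4 inhibitor Ro 20174, exposed to compounds for 30 min at 37C, lysed, and cAMP was read by TR-FRET. Data normalized to buffer (basal) and 29 nM porcine relaxin (100%).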
Anesthetic bind – qHTS Assay for Identification of Novel General Anesthetics. 350,000 tested, 0.074% active. Ferritin light chain (Equus caballus), P02791. AID 485281, 2010. apoferritin/1-aminoanthracene competitive binding, fluorescence. Potency, µM (top dose mostly 77.5 µM), for the others: at the highest dose activity change, negative = displacement, usual class: inhibitors; also: potency is read from the fitted curve at half-maximal effect; % is scaled to controls: 0 for no effect and ±100 for the full control effect; nearly all actives have a fitted effect of over 20% in size
Target sequence (P02791 2-175 limits assumed): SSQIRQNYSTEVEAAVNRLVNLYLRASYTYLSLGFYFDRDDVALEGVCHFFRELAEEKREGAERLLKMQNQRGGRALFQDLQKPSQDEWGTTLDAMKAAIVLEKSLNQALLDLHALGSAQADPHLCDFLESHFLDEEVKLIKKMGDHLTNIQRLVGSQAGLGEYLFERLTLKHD
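Horse-spleen apoferritin (10 uM) was mixed with 50% saturated 1-aminoanthracene in PBS, exposed to compounds for 10 min at room temperature, and read for fluorescence (ex 380 nm, em 535 nm). Competitive displacement was fitted with a four-parameter Hill equation.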
TRHR ag – qHTS for Small Molecule Agonists and Allosteric Enhancers of Human TRH Receptor: Primary Screen for Agonists. Thyrotropin-releasing hormone receptor (Homo sapiens), P34981. TRHR cells, calcium flux fluo-8, FDSS agonist mode. activation, % at 2 µM. 360,000 tested, 0.18% active. AID 493084, 2011; in the data active = activation above about 30%; also: 0% is about no effect
Target sequence (P34981 whole entry, looked up): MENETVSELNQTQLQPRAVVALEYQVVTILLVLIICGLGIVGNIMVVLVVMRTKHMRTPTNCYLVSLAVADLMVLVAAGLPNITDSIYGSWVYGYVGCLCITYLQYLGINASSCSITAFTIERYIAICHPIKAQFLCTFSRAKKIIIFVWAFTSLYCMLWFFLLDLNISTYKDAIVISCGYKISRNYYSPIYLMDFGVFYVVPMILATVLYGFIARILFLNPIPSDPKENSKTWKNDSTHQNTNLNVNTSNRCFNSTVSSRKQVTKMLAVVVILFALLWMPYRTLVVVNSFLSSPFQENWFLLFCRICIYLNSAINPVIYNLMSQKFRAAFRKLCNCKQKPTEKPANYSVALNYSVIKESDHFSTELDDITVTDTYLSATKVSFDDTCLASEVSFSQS
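Agonist-mode FDSS calcium read (Ex 480/Em 530, 1 s cycles) in 1536-well TRHR cells with fluo-8 dye, after 10-cycle baseline and 23 nL compound addition; TRH at EC20 (10 nM final) added afterwards for the enhancer phase.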
D1 potentiator – Potentiators of Human D1 Dopamine Receptor: qHTS; 360,000 tested, 0.036% active; D(1A) dopamine receptor (Homo sapiens), P21728; potentiation, % at 10 µM; HEK293 TREx D1 cells, calcium flux, dopamine EC20 potentiation; in the data active = potentiation above about 30%; also: 0% is about no effect
D1 antagonist – Antagonist of Human D 1 Dopamine Receptor: qHTS; 360,000 tested, 3.2% active; AID 504652, 2011; D(1A) dopamine receptor (Homo sapiens), P21728; activity change, negative = inhibition, % at 10 µM; HEK293 TREx D1 cells, calcium flux, dopamine EC80; hits give low values; in the data active = activity change below about -30%; also: % is scaled to controls: 0 for no effect and ±100 for the full control effect
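Tetracycline-induced HEK293 Trex D1 cells, force-coupled to calcium, dye-loaded; compounds added and read 180 s, then EC80 dopamine added and calcium flux tracked kinetically another 180 s.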
RXFP1 antagonist – qHTS Assay for Antagonists of the Relaxin Receptor RXFP1. HEK293-RXFP1, relaxin-stimulated cAMP HTRF, 30 min; hits give low values. 350,000 tested, 0.59% active. AID 1259400, 2018. activity change, negative = inhibition, % at 57.5 µM;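 active = activity change of -60% or lower, but not beyond a set lower limit; inconclusive = change between -60% and -40%, or beyond the set limit; inactive = change above -40%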; also: % is scaled to controls: 0 for no effect and ±100 for the full control effect
D2 potentiator – HTS Assay for Positive Allosteric Modulators of the Human D2 Dopamine Receptor: Primary Screen for Potentiators. D(2) dopamine receptor (Homo sapiens), P14416. HEK293 T-REx D2, calcium flux, EC20 dopamine potentiation. 340,000 tested, 0.34% active. potentiation, % at 10 µM;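 active = potentiation over 3 SD above the plate norm, cut at about 30% in these data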; also: 0% is about no effect
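Potentiation of an EC20 dopamine calcium response is measured in a force-coupled, tetracycline-inducible Hek293 Trex D2 line. Compound-only kinetic reads over 180 s flag agonists before dopamine addition.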
D1 agonist – Allosteric Agonists of the Human D1 Dopamine Receptor: qHTS; activation, % at 2 µM; D(1A) dopamine receptor (Homo sapiens), P21728; HEK293 T-REx D1 cells, calcium flux, agonist mode; 360,000 tested, 1% active; AID 504660, 2011; in the data active = activation above about 30%; also: 0% is about no effect
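Tetracycline-induced HEK293 TREx D1 cells, force-coupled to calcium signalling, were dye-loaded with a no-wash calcium kit. Compound was pin-added after a 10 s baseline. Fluorescence was read kinetically at 1 cycle/s for 180 s, with calcium rises flagged as agonism.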
TRHR enhancer – qHTS for Small Molecule Agonists and Allosteric Enhancers of Human TRH Receptor: Primary Screen for Enhancers | enhancement, % at 2 µM | AID 493056, 2011 | TRHR cells, fluo-8 calcium fluorescence, EC20 TRH enhancement | 360,000 tested, 0.66% active; in the data active = enhancement above about 30%; also: 0% is about no effect
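TRHR-expressing cells loaded with fluo-8 calcium dye were read kinetically (ex 480/em 530) during compound addition, then stimulated with an EC20 of TRH (10 nM final). Enhancement of the Gq-mediated intracellular calcium response was scored.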
Active calls of the source: *; ? = inconclusive; nt = no result given; [ ] = remark or other dose. Unless noted, calls follow the shape of the dose curve; as a rule, active = well fitted curve in the direction sought with a large enough effect; inconclusive = small, poorly fitted or top-dose-only effect, or another doubt; inactive = no such curve, though single readings can be large; an effect the other way counts as inactive or inconclusive.

entry	SMILES	TRHR ag	D2 potentiator	D1 potentiator	D1 antagonist	D1 agonist	RXFP1 antagonist	RXFP1 ag	TRHR enhancer	Anesthetic bind
1	CCOC(=O)c1ccccc1NC(=O)CSc1ccccc1	-0.4	4	-1	-2	6	-10	-1.7%	10	3%
2	O=C1NC(=S)S/C1=C1\Sc2ccccc2N1CCCS(=O)(=O)O	0.4	2	3	7	3	5	7.2%	3	-20%
3	Cc1ccc(O)c(C(CC(=O)NC(C)C)c2ccccc2)c1 (configuration not stated)	-0.8	5	-8	14	3	-1	3.5%	-3	-8%
4	O=C(c1cc(S(=O)(=O)N2CCCCC2)ccc1Cl)N1CCOCC1	1.2	nt	-11	10	3	6	0.6%	-2	-8%
5	COc1ccc(-c2c(C)c3ccc(OCC(C)=O)cc3oc2=O)cc1	0.8	-9	-5	-8	5	nt	9.9%	-7	-6%
6	COc1ccc(OCC(=O)Nc2cc(OC)ccc2N2CCCCC2)cc1	0.5	20	1	-2	7	-8	3.9%	4	3%
7	CC(=O)Nc1ccc(NC(=O)CSc2nnc(-c3ccco3)o2)cc1	0.5	0	-7	0	7	18	0.5%	7	-4%
8	COc1ccc(NS(=O)(=O)c2ccc(C)c(C(=O)N3CCC3)c2)cc1	0.4	-29	1	19	3	-10	0.2%	-6	nt
9	Cc1ccsc1CN(C)C(=O)C(NC(=O)c1cccc(S(=O)(=O)N2CCOCC2)c1)C(C)C (configuration not stated)	0.1	10	1	28	8	3	0.3%	-1	nt
10	COC(=O)c1ccccc1NC(=O)/C=N/O	-0.5	16	4	4	-3	4	2.3%	-1	?
11	CS(=O)(=O)NCCSc1nnnn1-c1ccccc1	1.2	7	-3	-8	1	-1	0.4%	8	-3%
12	Cc1cccc(C(=O)O/N=C(\N)Cc2cccc3ccccc23)c1	-0.3	nt	2	18	5	-10	0.2%	1	?
13	Cc1nn(C)c(Cl)c1NC(=O)OCc1ccc(Cl)cc1Cl	-0.1	-3	-9	-37*	25	-10	0.8%	-7	-22%
14	COc1ccccc1CNC(=O)CSc1nc2ccccc2c(=O)n1CCCN1CCOCC1	-0.6	2	2	12	2	-23	2.1%	-5	-7%
15	CCOc1cc(NC(=O)CCl)c(OCC)cc1NC(=O)CCl	-0.9	9	-1	13	0	-22	4.2%	4	5%
16	Cc1ccc(S(=O)(=O)N2Cc3ccccc3CC2C(=O)NC(C)(C)C)cc1 (configuration not stated)	0.7	8	-4	-17	3	-6	-0.2%	12	-6%
17	O=C(c1cncs1)N1CCCC(CNS(=O)(=O)c2cccs2)C1 (configuration not stated)	0.7	0	10	4	1	-8	-0.4%	9	-6%
18	Cc1ccc(-n2ncc(C(=O)Nc3cc(Cl)ccc3C)c2C2CCNCC2)cc1C	0.3	8	11	18	2	-6	1.5%	5	-15%
19	O=C(Nc1ccc(F)cc1F)c1ccc2c(c1)[nH]c(=O)n2Cc1ccc(F)cc1	0.9	2	-6	2	7	-5	6.6%	4	-6%
20	Cc1ccc(CNc2nc3ccccc3s2)s1	1.0	-9	-1	-4	1	-40	0.8%	0	?
21	Cc1cc2ncn(C(=O)c3c(-c4ccccc4Cl)noc3C)c2cc1C	-0.4	-1	0	0	4	0	3.7%	-6	?
22	COc1cc(OC)c(NC(=S)NCc2ccccc2)cc1Cl	-0.3	-6	-6	-15	2	1	-0.6%	7	-7%
23	CC1Sc2ccc(S(=O)(=O)CCC(=O)NCc3ccccc3)cc2NC1=O (configuration not stated)	0.1	4	-1	-4	1	17	-2.6%	3	-8%
24	COc1ccc(-c2nc(SCc3cc(=O)c4cc(C)ccc4[nH]3)n[nH]2)cc1	-0.4	3	-2	-13	2	-17	-3.3%	1	-22%
25	c1ccc(CCNc2nc(-c3ccncc3)nc3ccccc23)cc1	5.2	0	-5	7	1	-11	1.1%	-4	-6%
26	COc1ccc(NC(=O)CSc2nnc(C(C)C)n2N)cc1	0.8	1	0	-7	3	-1	0.1%	-11	-10%
27	Cc1nnc(SCC(=O)NC(=O)NCc2ccco2)s1	-0.1	2	-5	-4	3	6	3.8%	1	-7%
28	Cn1c(SCCN2CCOCC2)nc2sc3c(c2c1=O)CCCC3	-0.4	7	8	2	10	-1	0.5%	4	26%
29	Cc1c(C)c2ccc(OC(C)C(=O)N3CC[C@@]4(O)CCCC[C@H]4C3)cc2oc1=O (some centres not stated)	-0.9	-4	-5	14	1	nt	5.9%	-3	?
30	COc1ccc(-c2cc(C(F)(F)F)n3nc(C(=O)Nc4cccc(Cl)c4Cl)cc3n2)cc1OC	-1.0	-17	-1	10	5	nt	?	0	52%[activator]
31	COc1ccc(NC(=O)C2CCN(S(=O)(=O)c3cccc4nonc34)CC2)c(OC)c1	-0.7	28	-2	-9	-4	8	-1.9%	13	-12%
32	CCNc1nc2[nH]c(=O)c3c(c2s1)OC(N)=C(C#N)C3c1ccc(C)cc1 (configuration not stated)	6.0	6	-1	-2	10	2	0.9%	1	-23%
33	Cc1nc(NC(=O)CCC(=O)O)sc1C(=O)N(C)C	-0.2	0	-7	6	5	-11	1.1%	3	-3%
34	CC(C)(C)c1ccc(S(=O)(=O)O/N=C2/CCCCC2c2ccc([N+](=O)[O-])cc2[N+](=O)[O-])cc1 (configuration not stated)	1.3	0	4	5	5	6	0.4%	0	-14%
35	Cc1ccc(S(=O)(=O)N2CCN(C(=O)c3ccc(N4CCCCC4)c([N+](=O)[O-])c3)CC2)cc1	-0.8	-3	3	-10	7	-3	-0.3%	-3	?
36	N#Cc1cccc(NC(=O)CSc2sc3c(O)cc(=O)[nH]c3c2C#N)c1	0.4	19	-6	-7	4	-22	4.9%	9	0%
37	CCCCN(C(=O)CCNC(=O)NC12CC3CC(CC(C3)C1)C2)c1c(N)n(CCCC)c(=O)[nH]c1=O	-0.4	-8	-10	1	5	-10	1.3%	14	nt
38	Nc1ccc2c(c1)C(=O)N(c1cccc3ccccc13)C2=O	0.2	-3	-1	-10	1	6	-1.7%	-2	6%
39	Cc1ccccc1NC(=O)CSc1nc2c(c(=O)n(C)c(=O)n2C)n1C	0.0	29	-7	-7	0	3	28%	3	5%
40	O=C(NC1=NCCS1)C1COc2ccccc2O1 (configuration not stated)	0.4	3	8	13	1	-2	0.7%	-1	-23%
41	Cc1nc2ccc(S(=O)(=O)NC(CC(C)C)C(=O)N3CCN(c4ccc(F)cc4)CC3)cc2s1 (configuration not stated)	0.1	-2	0	2	2	-16	-0.6%	23	-11%
42	CCOC(=O)c1ccc(NC(=O)C2=C(C)Nc3nc(SCc4ccc(Cl)cc4)nn3C2c2ccc(C)cc2)cc1 (configuration not stated)	-1.9	11	-1	2	0	1	1.9%	10	-5%
43	CC(C)c1nc2c(s1)CCc1onc(-c3ccc(Cl)cc3)c1-2	-0.2	-10	-2	-9	2	nt	-2.0%	9	nt

A draw from above in order of molecular weight, smallest number first.
entry	SMILES	TRHR ag	D2 potentiator	D1 potentiator	D1 antagonist	D1 agonist	RXFP1 antagonist	RXFP1 ag	TRHR enhancer	Anesthetic bind
33	Cc1nc(NC(=O)CCC(=O)O)sc1C(=O)N(C)C	-0.2	0	-7	6	5	-11	1.1%	3	-3%
27	Cc1nnc(SCC(=O)NC(=O)NCc2ccco2)s1	-0.1	2	-5	-4	3	6	3.8%	1	-7%
43	CC(C)c1nc2c(s1)CCc1onc(-c3ccc(Cl)cc3)c1-2	-0.2	-10	-2	-9	2	nt	-2.0%	9	nt
22	COc1cc(OC)c(NC(=S)NCc2ccccc2)cc1Cl	-0.3	-6	-6	-15	2	1	-0.6%	7	-7%
24	COc1ccc(-c2nc(SCc3cc(=O)c4cc(C)ccc4[nH]3)n[nH]2)cc1	-0.4	3	-2	-13	2	-17	-3.3%	1	-22%
36	N#Cc1cccc(NC(=O)CSc2sc3c(O)cc(=O)[nH]c3c2C#N)c1	0.4	19	-6	-7	4	-22	4.9%	9	0%
31	COc1ccc(NC(=O)C2CCN(S(=O)(=O)c3cccc4nonc34)CC2)c(OC)c1	-0.7	28	-2	-9	-4	8	-1.9%	13	-12%
42	CCOC(=O)c1ccc(NC(=O)C2=C(C)Nc3nc(SCc4ccc(Cl)cc4)nn3C2c2ccc(C)cc2)cc1 (configuration not stated)	-1.9	11	-1	2	0	1	1.9%	10	-5%

This is a subset. The share of hits here may be higher or lower than overall.
